GlmU inhibition: inhibition of mycobacterial GlmU enzyme – biochemical, glucosamine-1-phosphate acetyltransferase (AID 1376); M. tuberculosis GlmU acetyltransferase enzyme assay; higher % means a stronger effect; one-dose inhibition, %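 (tested at 30 µM in the primary screen)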; IC50 in µM for titrated hits; hit rate 0.25% among 220,000; in the data active = inhibition above about 13%;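 note: 0% = complete reaction with vehicle and 100% = reaction without substrate; strong numbers were not always called active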
Mtb RmlCD inh: inhibitors of Mycobacterium tuberculosis RmlC and RmlD coupled enzymes; P9WH09+P9WH11; inhibition, % at 3.6 µM; hit rate 0.03% among 160,000; AID 1533; RmlC+RmlD coupled enzyme assay, percent inhibition; primary screen in compound mixtures; in the data active = inhibition mostly above about 34%, no sharp cut-off; note: some results filed as inactive read as strong as hits
Target sequence (P9WH09 whole entry, looked up): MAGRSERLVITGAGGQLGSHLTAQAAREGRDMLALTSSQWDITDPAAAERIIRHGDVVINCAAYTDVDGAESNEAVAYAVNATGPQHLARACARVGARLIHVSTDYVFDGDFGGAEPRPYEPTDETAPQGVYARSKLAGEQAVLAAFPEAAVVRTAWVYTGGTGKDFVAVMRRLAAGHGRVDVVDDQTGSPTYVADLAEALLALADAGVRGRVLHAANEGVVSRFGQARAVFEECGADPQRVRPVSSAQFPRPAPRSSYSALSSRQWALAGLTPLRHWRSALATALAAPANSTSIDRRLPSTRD
Target sequence (P9WH11 whole entry, looked up): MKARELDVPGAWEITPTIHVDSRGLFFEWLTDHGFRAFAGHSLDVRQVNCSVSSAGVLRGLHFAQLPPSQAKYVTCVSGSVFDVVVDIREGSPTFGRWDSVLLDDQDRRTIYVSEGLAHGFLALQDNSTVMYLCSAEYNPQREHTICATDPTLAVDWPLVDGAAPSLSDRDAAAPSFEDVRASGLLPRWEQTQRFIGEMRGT
Active calls of the source: *; x = not tested or not shown.

Results follow in this order: Mtb RmlCD inh	GlmU inhibition
> CCOC(=O)C1=C(C)OC(N)=C(C#N)C1c1ccc(OC)c(CSc2ccccn2)c1 (stereo not drawn)
→ 4	3.4%
> CC(=O)Nc1cccc(/C(C)=N/NC(=O)c2cccs2)c1
→ x	0.4%
> O=C1CCCCCN1C(=O)c1ccc(C(=O)N2CCCCCC2=O)cc1
→ 6	-2.1%
> CC(C)(C)c1ccc(OCc2ccc(C(=O)NCc3cccnc3)o2)cc1
→ -1	-0.3%
> NS(=O)(=O)c1cc(C(=O)N2CCc3ccccc32)c(Cl)cc1Cl
→ x	-5.3%
> O=C(N/N=C/c1ccncc1)c1ccc(-n2cccc2)cc1
→ 3	0.7%
> O=C(Nc1ccc(N2CCOCC2)cc1)c1ccccc1SCC(=O)N1CCCC1
→ -8	7.6%
> COc1ccccc1OCc1nc(C#N)c(N2CCC(C(N)=O)CC2)o1
→ x	-0.8%
> Cc1ccccc1CN1C(=O)c2ccccc2Sc2ccc(C(=O)O)cc21
→ -8	-2.8%
> COc1ccc(C2=NN(C(=O)CN3CCOCC3)C(c3nc4ccccc4[nH]3)C2)cc1 (stereo not drawn)
→ 6	-2.5%
> CNC(=S)N/N=C(\C)c1ccc2c(c1)OCO2
→ -11	-1.4%
> Cc1cccc2sc(N(CCCN(C)C)C(=O)c3ccco3)nc12
→ x	4.0%
> CC12CCC(C(=O)N3CCc4ccccc43)(CC1=O)C2(C)C (stereo not drawn)
→ -5	0.0%
> Cc1ccc(-n2c(-c3ccc([N+](=O)[O-])cc3)nc3ccccc3c2=O)cc1
→ -7	5.9%
> O=C(Oc1ccccc1)c1cccc2cccc(C(=O)Oc3ccccc3)c12
→ 23	x
> COc1cccc(/C=C(/C(=O)OCC(=O)NCC2CCCO2)c2ccccc2)c1 (stereo not drawn)
→ x	0.1%
> COc1cccc(-n2c(=S)[nH]c3c(oc4ccccc43)c2=O)c1
→ -11	3.5%
> CC(=O)Nc1cccc(N=NN2CCOCC2)c1
→ 6	4.1%
> N#Cc1c(-n2cccc2/C=N/O)sc2c1CCCC2
→ 11	-3.8%
> CC(OC(=O)c1ccc2c(=O)n3c(nc2c1)CCCCC3)C(N)=O (stereo not drawn)
→ x	3.8%
> COc1ccc(CCN2C(=O)CN=C2Nc2ccc(F)cc2)cc1OC
→ 9	0.1%
> NC(=O)c1ccc(NC(=O)CCCc2nc(-c3ccccc3Cl)no2)cc1
→ 7	0.0%
> CCCCNc1nc(N(C)c2ccccc2)nc(-n2ccnc2)n1
→ x	-0.8%
> O=c1oc2ccc3ccccc3c2cc1-c1nnc(-c2cccs2)o1
→ 1	8.0%
> CC(C)CC(NC(=O)c1cccc(Cl)c1)C(=O)O (stereo not drawn)
→ -2	2.8%
> COCC(=O)NCc1nc2ccccc2n1Cc1ccccc1F
→ -6	-3.8%
> CCn1c(=N)n(CC(O)c2cccs2)c2ccccc21 (stereo not drawn)
→ -8	-3.1%
> CCOc1ccc(/C=C/C(=O)Nc2ccccc2C(F)(F)F)cc1
→ 4	-0.6%
> COc1cc(OC)c(-c2noc(C(=O)OC(C)(C)C)c2C(=O)OC(C)(C)C)c(OC)c1
→ x	-6.1%
> CCOC(=O)c1c(NC(=O)COC(=O)Cn2c(C(F)(F)F)nc3ccccc32)sc(C)c1C
→ -6	-7.0%

Continued (two carried over from the part before).
Results follow in this order: Mtb RmlCD inh	GlmU inhibition
> COc1cc(OC)c(-c2noc(C(=O)OC(C)(C)C)c2C(=O)OC(C)(C)C)c(OC)c1
→ x	-6.1%
> CCOC(=O)c1c(NC(=O)COC(=O)Cn2c(C(F)(F)F)nc3ccccc32)sc(C)c1C
→ -6	-7.0%
> CC(=O)Nc1ccc(S(=O)(=O)NC(CC(=O)N(C)Cc2ccccc2)C(C)C)cc1 (stereo not drawn)
→ -1	3.0%
> COc1cccc(-n2c(SC3CCOC3=O)nc3ccccc3c2=O)c1 (stereo not drawn)
→ -2	-4.5%
> O=C(O)c1cccnc1Sc1ccccc1
→ -11	2.5%
> Cc1ccc(C(C[N+](=O)[O-])Sc2ccc(N)cc2)cc1 (stereo not drawn)
→ x	-8.2%
> O=C(CSc1ccc(Cl)cc1)N1CCCC1
→ 8	4.8%
> COc1ccc2noc3c2c1C(=O)c1ccccc1-3
→ x	0.6%
> COC(=O)c1cc(OC)c(OC)c(OC)c1[N+](=O)[O-]
→ x	1.8%
> CC(C)=NNc1nc2c(c(=O)n(C)c(=O)n2C)n1C
→ -5	-1.4%
> O=C(O)COc1ccc(/C=N/NC(=O)c2ccc(-c3csc(Nc4ccc(Cl)cc4)n3)cc2)cc1
→ 1	2.5%
> CCOP(=O)(OCC)C(NC(=O)Nc1ccc(Cl)cc1)C(=O)N(CC)CC (stereo not drawn)
→ -4	6.5%
> CC(Cc1cccs1)NC(=O)Nc1ccc(F)cc1 (stereo not drawn)
→ -5	x
> Cc1cc2c(c(SCC#N)n1)C(=O)OC2
→ -10	3.9%
> CC1C2Cn3c(nc4ccccc43)C1N(C)O2 (stereo not drawn)
→ 7	-0.4%
> Cc1ccccc1CSc1nnc2ccc(-c3ccncc3)nn12
→ 8	-3.3%
> Clc1cccc(N=NN2CCOCC2)c1Cl
→ 4	1.4%
> COc1ccc(C(C)=O)cc1COC(=O)c1cnc(Cl)c(Cl)c1
→ -15	-2.4%
> CCC1(C)CC(=O)N(c2ccc(C(=O)O)c(O)c2)C1=O (stereo not drawn)
→ 4	-6.2%
> Cc1cc(-c2c(C(=O)N3CCOCC3)c(C)nn2-c2cccc(C(F)(F)F)c2)no1
→ -7	-0.4%
> COc1ccc(-n2c(=S)[nH]c3cc(C(=O)Nc4cc(OC)c(OC)c(OC)c4)ccc3c2=O)c(OC)c1
→ 5	1.0%
> COc1ccc(NC(=O)C2CC(=O)N=C(N)S2)cc1 (stereo not drawn)
→ -7	-3.1%
> COc1ccc(/C=N/NC(=O)c2cccc(Br)c2)cc1COc1ccccn1
→ -28	7.3%
> Cc1cc(C)n2nc(SCC(=O)Nc3c(C)nn(-c4ccccc4)c3C)nc2n1
→ x	-0.4%
> COc1ccc(CC(=O)Nc2nnc(SCc3ccccc3)s2)cc1S(=O)(=O)N1CCOCC1
→ 0	-2.2%
> CCCCN=C1NN=C(c2ccc3c(c2)OCCO3)CS1
→ 3	0.3%
> COc1ccc(-n2ncc3c(=O)n(CC(=O)OCc4ccccc4)cnc32)cc1
→ -46	6.5%
> OC(c1ccccc1)c1nc2ccccc2s1 (stereo not drawn)
→ x	5.9%
> COc1ccc(S(=O)(=O)N(C)CC(=O)Nc2cccc(C(C)=O)c2)cc1
→ -1	-1.4%
> Cc1cc2cc(C)c(NCCNC(=O)c3cccs3)nc2cc1C
→ -12	2.0%
> O=C(CSc1nncs1)NC1CCCc2ccccc21 (stereo not drawn)
→ 9	7.2%
> CCOC(=O)C1(Cc2ccc(Cl)cc2)CCN(Cc2ccon2)CC1
→ -8	-8.0%
> Cc1cc(/C=C2\C(=N)N3N=C(C(C)C)SC3=NC2=O)c(C)n1Cc1ccccc1
→ 21	1.4%
> NC(=S)N/N=C/c1ncc(C(F)(F)F)cc1Cl
→ 4	0.8%
> NS(=O)(=O)c1ccc(NC(=O)COC(=O)CCc2c[nH]c3ccccc23)cc1
→ 10	-0.3%
> Cc1ccc(CNC(=O)CC2Nc3c4ccccc4nc(=S)n3C2=O)cc1 (stereo not drawn)
→ 3	-3.5%
> CC(=O)c1cccc(NC2=NCC(C)S2)c1 (stereo not drawn)
→ 8	-2.5%
> N#CC1=C2SC=C(c3ccc(Br)cc3)N2CCCC1=O
→ 3	7.0%
> CC1=C(C#N)C(Nc2ccc(C)cn2)(C(F)(F)F)C(=O)N1 (stereo not drawn)
→ x	1.2%
> O=C(Nc1ccc(Oc2ccc(NC(=O)Nc3ccccc3Cl)cc2)cc1)Nc1ccccc1Cl
→ x	-2.9%
> CN(C)CCCn1c(SCC(=O)Nc2sc3c(c2C#N)CCCC3)nnc1-c1ccncc1
→ 2	-2.1%
> COc1ccc(-c2nc(NC(=O)c3n[nH]c(=O)c4ccccc34)sc2C)cc1
→ 0	1.3%
> Cc1ccc2nc(Cc3ccc(N)cc3)[nH]c2c1
→ -1	-4.4%
> OCC1(CC2CCCCO2)CCN(Cc2ccccc2-c2ccco2)CC1 (stereo not drawn)
→ -8	-3.7%
> Cc1ccc(NC(=O)N2CCc3ccccc3C2)cc1
→ 20	1.1%
> CC12CC3(C)CC(C)(C1)CC(C(=O)NC(=S)N1CCOCC1)(C2)C3
→ 0	-0.4%
> Oc1ccc(Cl)cc1-c1cc(-c2ccccc2Cl)[nH]n1
→ x	-6.0%
> CCC1C(=O)N=C(SCC(=O)Nc2ccc(C(=O)OC)cc2)NC1=O (stereo not drawn)
→ x	3.4%
> Cc1ccc(Sc2c(C#N)c(-c3ccccc3)nn2C)cc1
→ -5	-2.2%
> CN1C(=O)c2ccc(C(=O)NCc3ccccc3)cc2C1=O
→ 11	-1.8%
> CCOC(=O)c1cn2nc(Oc3ccc(OC)cc3)ccc2n1
→ -3	3.5%
> Oc1ccccc1C1=NCCNC(C(F)(F)F)=C1
→ 5	-3.7%
> COc1cc(OC)c(NC(=O)c2ccccc2F)cc1Cl
→ x	0.4%
> COc1cccc(OCC(=O)Nc2ccc(OC)c(OC)c2)c1
→ 2	-3.2%
> C/C(=N\NC(=S)NC(C)C)c1ccc(Cl)s1
→ 5	-0.5%
> NC(=O)CSc1nnc2sc3ccccc3n12
→ x	5.7%
> COc1cc(NS(=O)(=O)c2ccc(NC(=O)/C=C/c3cccc([N+](=O)[O-])c3)cc2)ncn1
→ 4	-6.1%
> COCCn1c(=S)[nH]c2cc(C(=O)N3CCN(c4ccc(F)cc4)CC3)ccc2c1=O
→ x	-3.0%
> Cc1ccc(CSCC(=O)N2CCOCC2)cc1
→ x	-1.6%
> CCn1c(SCC(=O)Nc2c(C)n(C)n(-c3ccccc3)c2=O)nnc1-c1cccc(C)c1
→ 17	x
> Nc1nc(SCC(=O)N2CCc3ccccc32)[nH]c(=O)c1-c1ccccc1
→ x	2.7%
> CCC(C(=O)Nc1ccccc1OC)n1c(C(=O)OC)cc2ccsc21 (stereo not drawn)
→ -10	-3.7%

Random excerpt: three records from the list
Results follow in this order: Mtb RmlCD inh	GlmU inhibition
> COc1ccc(-c2nc(NC(=O)c3n[nH]c(=O)c4ccccc34)sc2C)cc1
→ 0	1.3%
> CCn1c(SCC(=O)Nc2c(C)n(C)n(-c3ccccc3)c2=O)nnc1-c1cccc(C)c1
→ 17	x
> CCC1C(=O)N=C(SCC(=O)Nc2ccc(C(=O)OC)cc2)NC1=O (stereo not drawn)
→ x	3.4%

Additional results
Results follow in this order: Mtb RmlCD inh	GlmU inhibition
> C/C(CC(=O)Nc1cc(C)ccn1)=N\NC(=O)c1ccc(C)cc1
→ 5	2.6%
> Cn1cccc1C(=O)N1CCN(c2cccc(C(F)(F)F)c2)CC1
→ 1	0.8%
> COc1ccc(NC(=O)CSc2nnc(-c3ccccc3)n2N)cc1
→ x	4.0%
> Cc1[nH]c(=O)[nH]c(=O)c1S(=O)(=O)N1CCCC(C(=O)NCc2ccco2)C1 (stereo not drawn)
→ -11	-0.1%
> COc1ccc(-n2c(C)nn(CC3CC3)c2=O)cc1
→ -8	2.8%
> CN(C(=O)CC(=O)Nc1ccc(Cl)c(Cl)c1)c1ccccc1
→ 2	0.3%
> CCNC(=O)C1CCCN(c2nc(C)cc(C)n2)C1 (stereo not drawn)
→ -16	-0.6%
> COc1ccc(NC(=O)CN(C)S(=O)(=O)c2ccc(Cl)cc2)c([N+](=O)[O-])c1
→ 40	-3.7%
> CCN(CC)c1ccc(NC(=O)CN2CCN(c3ccccc3F)CC2)cc1
→ x	-0.9%
> CCCCN(CC)S(=O)(=O)c1c(C)[nH]c(=O)[nH]c1=O
→ 8	3.2%
> Cc1ccc(OCC(=O)N2N=C(c3ccncc3)CC2(O)C(F)(F)F)cc1C (stereo not drawn)
→ -10	-2.0%
> C=CCn1c(SCC(=O)N(C)C2CCS(=O)(=O)C2)nnc1-c1ccncc1 (stereo not drawn)
→ 5	x
> Cc1cc(=O)[nH]c(SCC(=O)c2ccc(C)c(C)c2)n1
→ x	-6.0%
> CC1CCCCN1S(=O)(=O)c1ccc(C(=O)Nc2nnc(-c3ccccn3)o2)cc1 (stereo not drawn)
→ 3	2.5%
> O=C(CSc1ccc(-c2ccco2)nn1)NCc1ccccc1
→ 6	-2.5%
> O=C1CN(C(=O)COC(=O)c2cccc(S(=O)(=O)NCc3ccccc3)c2)c2ccccc2N1
→ x	2.0%
> O=C(Cn1nc(C(F)F)cc1C(F)F)NNC(=S)Nc1ccc(Cl)cc1
→ -5	-2.8%
> Cc1cnc(NC(=O)C(C)N2CCN(C)CC2)s1 (stereo not drawn)
→ 2	0.9%
> CC(C)CNC(=O)CC(c1ccccc1)c1ccccc1
→ 3	-3.2%
> COc1cccc(Oc2c(C)oc3c(CN4CCCC4)c(O)ccc3c2=O)c1
→ x	-4.1%
> NC(=O)c1ccc(N2CCOCC2)nc1
→ 3	0.1%
> Cc1cccc(OCC(=O)NCCN2CCOCC2)c1
→ 16	-0.6%
> CCCCc1n[nH]c(=S)n1Cc1ccc(C)cc1
→ -9	-2.6%

Given field by field: 4 of the compounds above.
Compound: CC(=O)Nc1cccc(/C(C)=N/NC(=O)c2cccs2)c1
  Mtb RmlCD inh: x | GlmU inhibition: 0.4%

Compound: CCC1C(=O)N=C(SCC(=O)Nc2ccc(C(=O)OC)cc2)NC1=O (stereo not drawn)
  Mtb RmlCD inh: x | GlmU inhibition: 3.4%

Compound: COc1ccc(CCN2C(=O)CN=C2Nc2ccc(F)cc2)cc1OC
  Mtb RmlCD inh: 9 | GlmU inhibition: 0.1%

Compound: Cn1cccc1C(=O)N1CCN(c2cccc(C(F)(F)F)c2)CC1
  Mtb RmlCD inh: 1 | GlmU inhibition: 0.8%

Not all compounds are listed (hit frequency here may not be typical).
